Nrf2 ARE act: qHTS of Nrf2 Activators; AREc32 ARE-luciferase reporter (MCF7-derived line), luminescence, 24 h; Potency, µM (series often up to 46.1 µM), without a hit: at the highest dose activation, hits mostly activators; 0.31% of 410,000 active; AID 624171, 2012; also: potency is read from the fitted curve at half-maximal effect; % of control where 0% means no effect; nearly all actives have a fitted effect of over 65% in size
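AREc32 cells carrying an ARE-driven firefly luciferase reporter were seeded at 1000 cells/well in OPTI-MEM with 5% FBS, then exposed to compound for 24 hr at 37 deg C. Luminescence was read with Steady-Glo after 30 min at RT.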
Nrf2 inh: Nrf2 qHTS screen for inhibitors; A549 ARE-Fluc reporter, luciferase luminescence, 18-24 h; AID 504444, 2011; Potency, µM (titrated, usually from 46 µM), for the others: at the highest dose activity change, negative = inhibition, most hits filed as inhibitors; 2.1% of 360,000 active; also: potency is read from the fitted curve at half-maximal effect; % is scaled to controls: 0 for no effect and ±100 for the full control effect; nearly all actives have a fitted effect of over 60% in size
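Quantitative HTS in A549 cells stably bearing an antioxidant response element-firefly luciferase construct. Inhibition of Nrf2-driven transcription was scored by luminescence after 18-24 h of compound exposure at 37 °C.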
A549 viability: Nrf2 qHTS screen for inhibitors: counterscreen for cytotoxicity; 0.16% of 390,000 active; A549 ARE-Fluc cells, CellTiter-Fluor viability, 18-24 h; Potency, µM (doses to about 46 µM), without a hit: top-dose activity change, negative = cytotoxicity, hits mostly inhibitors; also: potency is read from the fitted curve at half-maximal effect; % is scaled to controls: 0 for no effect and ±100 for the full control effect
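Cytotoxicity counterscreen: CellTiter-Fluor fluorescence was measured in A549 ARE_Fluc cells after 18-24 h of compound exposure in a concentration series. The subsequent BugLite luminescent read reports ARE-luciferase activity.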
S2 tox: Viability Counterscreen for Primary qHTS for Inhibitors of ATXN expression | 0.49% of 400,000 active | Potency, µM (titrated, usually from 56.7 µM), actives largely listed as cytotoxic | S2 cells (HEK-293 line with an ATXN2-luciferase reporter) viability, CellTiter-Fluor protease fluorescence, 24 h; also: potency is read from the fitted curve at half-maximal effect; nearly all actives have a fitted effect of over 40% in size
CCT chaperon mod: High-Throughput Screening for Modulators of Cytosolic Chaperonin Activity. purified chaperonin ATPase assay, HTRF ADP detection, 30 min. activity change, % (test concentration not listed), hits read low. 0.3% of 360,000 active; in the data active = activity change below about -30%; also: % is scaled to controls: 0 for no effect and ±100 for the full control effect
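Enzyme 40 or 20 nM (batch-dependent) in Tris pH 7.4/KCl/MgCl2/DTT; cpd 76 uM single point; ATP 10 uM; 30 min 37 °C; Transcreener ADP HTRF detection, 30 min RT; ratio 665/615.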
Akt phos inh: HTS Assay for Inhibitors of Akt Phophorylation: Primary Screen. Neuro2A IGF-stimulated pAkt S473 HTRF, 20 min; stronger effect = lower value. activity change, % for hits at 50 µM. 0.32% of 360,000 active; in the data active = activity change below about -80%; inconclusive = mostly about -51% to -80%; also: % is scaled to controls: 0 for no effect and ±100 for the full control effect
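Single-point screen (50 µM final compound) in Neuro2A cells stimulated 20 min with 6 nM IGF at 37 deg C. After lysis, Ser473-phosphorylated Akt read by HTRF (ex 330 nm, em 615/665 nm) as the 665/615 ratio.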
MmCpn inh: Inhibitors of TCP-1 ring complex (TRiC) of Methanococcus maripaludis (MmCpn): qHTS; Chaperonin Mm-Cpn (Methanococcus maripaludis); purified Mm-Cpn ATPase, ADP Transcreener TR-FRET; Potency, µM (series often up to 76.9 µM), for inactives: at the top dose activity, negative = inhibition, usual class: inhibitors; 0.031% of 330,000 active; also: potency is read from the fitted curve at half-maximal effect; % is scaled to controls: 0 for no effect and ±100 for the full control effect; nearly all actives have a fitted effect of over 80% in size
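Purified archaeal chaperonin (25 nM final) was preincubated with compound for 10 min at 37°C, then ATP (10 uM final) was added for 30 min at 37°C in Tris pH 7.4/KCl/MgCl2/DTT buffer. ADP was quantified by HTRF Transcreener TR-FRET.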
HepG2 viability: qHTS for Inhibitors of TGF-b: Cytotox Counterscreen; HepG2 CAGA-GFP viability, ATP luminescence, 18 h; Potency, µM (titrated, usually from 46.1 µM), for the others: at the top dose activity change, negative = cytotoxicity, most hits filed as cytotoxic; 0.76% of 410,000 active; AID 588856, 2011; also: potency is read from the fitted curve at half-maximal effect; some results filed as inactive show a strong effect at the top dose
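HepG2 CAGA-GFP cells (1000/well, DMEM with 1% FBS) received compound, then TGF-beta at 500 pg/mL final, and were incubated 18 hours at 37 degrees C. Viability was read by CellTiter-Glo luminescence. Media-only wells were set as complete cell-killing and DMSO as no toxicity.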
TGFb inhibitor: qHTS for Inhibitors of TGF-b; 1.2% of 410,000 active; HepG2 CAGA-GFP TGF-b/SMAD3 reporter, GFP fluorescence, 18 h; TGF-beta stimulated, 500 pg/mL final; Potency, µM (top dose mostly 46.1 µM), inactives show top-dose activity, negative = inhibition, usual class: inhibitors; AID 588855, 2011; also: potency is read from the fitted curve at half-maximal effect; % is scaled to controls: 0 for no effect and ±100 for the full control effect; nearly all actives have a fitted effect of over 65% in size
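HEPG2 CAGA-GFP reporter cells (1000/well, DMEM with 1% FBS) received compounds, then recombinant TGF-beta at 500 pg/mL final for 18 hours at 37 degrees C. Per-cell GFP summed per well was normalised to unstimulated and stimulated DMSO controls before curve fitting.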
Numbers without * were called inactive; i = inactive; ? = inconclusive; nt = not tested or not shown. Unless noted, calls follow the shape of the dose curve; as a rule, active = well fitted curve in the direction sought with a large enough effect; inconclusive = small, poorly fitted or top-dose-only effect, or another doubt; inactive = no such curve, though single readings can be large; an effect the other way counts as inactive or inconclusive.

The line under a structure holds: Nrf2 ARE act	Nrf2 inh	A549 viability	S2 tox	CCT chaperon mod	Akt phos inh	MmCpn inh	HepG2 viability	TGFb inhibitor
> O=C(NNC(=O)C1CC(c2cccnc2)=NO1)Nc1ccccc1F (centres undefined)
  -1.0%	-36.9%	0.9%	i	-3.4	i	-0.9%	5.9%	-6.4%
> CC1(C)CC(=O)C2=C(C1)c1c(ccc3ccccc13)NC2c1ccc(C(=O)O)cc1 (centres undefined)
  0.8%	-4.9%	2.7%	nt	-2.6	i	-4.6%	-0.6%	0.0%
> COc1ccc(-c2nnn(CC(=O)Nc3ccc4c(c3)OCCO4)n2)cc1OC
  0.2%	4.7%	-0.5%	i	-1.7	i	1.8%	0.1%	10.1%
> CCN(CC)CCCNC(=O)c1ccc2nc(N3CCCCC3)sc2c1
  6.1%	?	-1.5%	i	nt	nt	nt	-6.0%	22.8%
> O=C(Cc1ccc(Br)cc1)N1CCN(C(=O)c2ccco2)CC1
  -0.5%	-9.9%	-5.9%	i	1.3	i	-1.9%	14.5%	13.2%
> COc1cccc(NC(=O)N2CCCC2C(=O)Nc2ccc3c(c2)OCCO3)c1 (centres undefined)
  -0.6%	-3.0%	-4.2%	i	-3.1	i	0.3%	45.7%	15.5%
> COC(=O)COc1ccc(NC(=O)c2ccco2)cc1
  -0.3%	5.5%	-0.7%	i	-1.5	i	3.5%	-4.1%	-18.3%
> Cc1nc(-c2ccc(F)cc2)sc1CCNC(=O)C(=O)Nc1ccc2c(c1)OCCO2
  -0.3%	nt	-15.8%	i	nt	nt	nt	1.0%	3.4%
> CCCCn1ccc(=O)c2c(C(F)(F)F)nccc21
  -0.8%	nt	-2.4%	i	-4.0	i	nt	16.3%	0.7%
> Cc1ccc(OCCCCn2ccnc2C)c(C)c1
  0.0%	?	-1.6%	?	-4.2	i	-4.1%	-8.9%	?
> CC(=O)N(c1ccccc1C)C1CCCC1
  0.3%	-2.7%	7.3%	i	-4.2	i	1.9%	20.7%	-1.5%
> CC(C)(C)c1ccc(C(=O)NCCC(=O)N2CCN(c3ncccn3)CC2)cc1
  1.9%	0.0%	-19.0%	i	1.1	i	1.0%	-15.6%	0.0%
> Cc1nn(-c2ccccc2)c(-n2cccc2)c1C(=O)O
  0.7%	9.8%	2.6%	i	-1.5	i	-1.9%	8.4%	?
> O=C(Oc1ccc2c(=O)c(Oc3ccc4ccccc4c3)coc2c1)c1ccco1
  0.0%	17.1%	1.0%	i	-2.9	i	-4.4%	-6.1%	-12.7%
> C=CCC(O)(CC=C)C(C)N (centres undefined)
  0.3%	-2.1%	-9.6%	i	-1.0	i	1.7%	1.8%	-16.1%
> COc1ccc(NC(=O)C2CCCN2C(=O)Nc2ccccc2)cc1OC (centres undefined)
  -0.1%	1.5%	-1.9%	i	-1.5	i	1.0%	2.3%	-12.3%
> CN(NC(=O)/C=C/C(=O)O)c1ncc(C(F)(F)F)cc1Cl
  0.2%	?	0.1%	i	-5.9	i	-0.2%	0.8%	13.8%
> CCN1C(=O)[C@H]2[C@@H](c3ccc(OC)cc3)N[C@]3(CCCN(Cc4ccco4)C3=O)[C@H]2C1=O
  -0.5%	nt	nt	i	0.5	i	nt	2.3%	-22.1%
> Cc1cccc(Cn2c(SCCN3CCCCC3)nc3c2c(=O)[nH]c(=O)n3C)c1
  0.0%	0.6%	10.5%	i	0.8	i	0.1%	-11.0%	-4.4%
> COc1ccc(C(=O)OCC(=O)c2ccc3c(c2)NC(=O)CO3)cc1S(=O)(=O)N1CCOCC1
  2.6%	-13.5%	-1.5%	i	-0.7	i	-0.2%	-1.9%	-0.2%
> CC(C)(C)Cc1nc2ccccc2n1CCc1ccccc1
  -0.4%	-9.4%	-4.2%	i	-1.5	i	0.0%	-38.9%	1.3%
> CC(C)(C)OC(=O)N1CCC(c2c(C(=O)NCc3ccco3)cnn2-c2ccccc2Cl)CC1
  0.5%	?	3.7%	nt	nt	nt	nt	-6.8%	?
> NC(=O)c1cccc(-c2coc3c(C(=O)NCc4cccnc4)cccc23)c1
  5.9%	nt	nt	i	-0.1	i	nt	-22.3%	3.8%
> COCCNC(=O)c1nn(-c2cc(OC)cc(OC)c2)c(=O)c2ccccc12
  0.3%	nt	-3.5%	i	1.2	i	-1.1%	5.4%	2.8%
> CCCCCCCCC(=O)Nc1cc(C)ccc1OC
  -0.9%	-3.3%	-5.5%	i	5.0	i	1.4%	-22.0%	-7.7%
> Cc1ccccc1-c1nc(CN2CCC(C(=O)NC3CC3)CC2)c(C)o1
  0.3%	-7.5%	0.5%	i	-0.1	i	-0.2%	-10.7%	1.1%
> O=C(NCc1nc2ccccc2[nH]1)C1=C[C@H](c2csc3ccccc23)C[C@H](OCc2ccc(CO)cc2)O1
  3.5%	?	-8.2%	?	-1.9	i	-13.7%	-14.5%	-16.2%
> Cc1cccc2c1-c1sc(C(=O)NCCCN3CCc4ccccc4C3)cc1CO2
  4.6%	?	-23.2%	i	1.9	i	-11.6%	-68.8%	?
> COc1ccc(C(=O)NNC(=S)NC(=O)c2ccccc2[N+](=O)[O-])cc1
  0.3%	-1.0%	0.5%	i	1.3	i	0.2%	-1.6%	-12.2%
> COc1ccc(-c2nc3c(c(=O)[nH]c(=O)n3Cc3ccccc3)n2CCO)cc1
  0.0%	-18.2%	1.5%	i	2.3	i	0.2%	-16.8%	-15.6%

Following part
The line under a structure holds: Nrf2 ARE act	Nrf2 inh	A549 viability	S2 tox	CCT chaperon mod	Akt phos inh	MmCpn inh	HepG2 viability	TGFb inhibitor
> CCc1ccccc1NC(=O)Cn1nc(-c2cc(C)ccc2C)c2c(c1=O)CCCC2
  0.0%	?	-29.7%	i	nt	nt	nt	-10.4%	?
> CCOC(=O)N1CCC(=NNC(=O)NC2CCCCC2)CC1
  0.2%	12.2%	6.4%	i	2.3	i	2.3%	-8.0%	-3.8%
> Clc1ccc(Cn2c(-c3cccnc3Cl)nc3ccccc32)c(Cl)c1
  2.3%	18.4µM*	?	i	0.9	i	-4.6%	-18.6%	-4.1%
> CSc1cccc(NC(=S)N(C(C)C)C(C)c2ccccn2)c1 (centres undefined)
  2.8%	6.8%	18.8%	i	-2.1	i	3.7%	-12.3%	-3.7%
> CCC(CC)c1nn2c(=O)cc(COc3ccc(NC(=O)c4ccc(C)cc4)cc3)nc2s1
  0.7%	?	0.3%	i	nt	nt	nt	-2.0%	-21.0%
> CC1CCCCC1NC(=O)C(=O)NCC1CCCO1 (centres undefined)
  -0.2%	?	-12.7%	i	-0.1	i	-0.1%	6.9%	2.6%
> CCOC(=O)c1cc(-c2ccccc2)sc1NC(=O)C(C)Sc1nnc(C)s1 (centres undefined)
  2.6%	-18.5%	-1.8%	i	1.6	i	-1.4%	1.3%	-6.9%
> COC(=O)c1c(-c2cc(OC)cc(OC)c2)sc2ccc(OC)cc12
  3.7%	18.7%	6.1%	i	1.1	i	35.5µM*	-4.8%	21.0%
> CC(C)NC(=O)CN1C(=O)NC(CCc2ccccc2)C1=O (centres undefined)
  -0.6%	-10.9%	-0.1%	i	-1.2	i	1.1%	5.9%	-6.7%
> Cc1cc(C)c(C)c(C(=O)COC(=O)CNC(=O)CNC(=O)c2ccco2)c1C
  0.6%	10.5%	13.6%	i	0.1	i	-2.5%	3.0%	7.3%
> Cn1ncc([N+](=O)[O-])c1C(=O)Nc1ccccc1Cl
  2.2%	10.7%	4.1%	i	-0.5	i	0.7%	4.9%	-1.8%
> CCOc1cc(/C=N/NC(N)=O)ccc1OCC(=O)Nc1ccc(C)c(C)c1
  3.5%	-11.5%	0.7%	i	-2.4	i	-0.7%	6.6%	-2.2%
> O=C(NCCCn1ccnc1)c1cccnc1
  -0.3%	9.4%	6.4%	i	-2.3	i	1.1%	3.7%	-11.0%
> CC(C)Sc1nnc(-c2ccc(S(=O)(=O)N3CCOCC3)cc2)n1C
  0.0%	-25.3%	-0.9%	i	-0.4	i	-1.7%	5.2%	10.6%
> CCC(=O)N1c2ccccc2NC2=C(C(=O)CCC2)C1c1ccc(N(C)C)cc1 (centres undefined)
  -0.5%	0.1%	7.2%	i	-1.3	i	-0.2%	-13.0%	-3.2%
> CC(=O)C1=NN(c2ccc(Cl)cc2)C(c2ccc3c(c2)OCO3)N(C(C)=O)N1C (centres undefined)
  2.7%	9.4%	0.5%	i	-1.8	i	-0.5%	14.0%	?
> COc1ccccc1N1CCN(C(=O)c2cc(C(C)(C)C)oc2C)CC1
  3.0%	24.5%	3.3%	i	-0.4	i	0.4%	12.0%	?
> CCc1ccc(OS(=O)(=O)c2cn(C)c(=O)n(C)c2=O)cc1
  -0.7%	-1.1%	0.2%	?	-1.4	i	0.2%	1.0%	24.4%
> COc1ccc(NC(=O)c2cc3ccc4c5ccccc5[nH]c4c3cc2O)cc1
  1.7%	1.8%	-7.6%	i	-3.9	i	-2.9%	-11.0%	2.5%
> C#CCn1cc(C=C2C(=O)c3ccccc3C2=O)c2ccccc21
  7.5%	11.2%	-10.9%	i	2.7	i	1.4%	-0.6%	7.1%
> Cc1ccc(-c2nnc(COC(=O)c3cccs3)o2)cc1
  3.3%	13.2%	-0.9%	i	-2.9	i	0.4%	0.8%	-15.7%
> CC1CCCCN1CCCNC(=O)Cn1ncc2c3ccccc3n(Cc3ccccc3F)c2c1=O (centres undefined)
  0.4%	8.4%	3.4%	?	nt	nt	nt	-16.4%	6.4%
> CCCCn1c(-c2csc3c2CCCC3)n[nH]c1=S
  -0.1%	-15.8%	-14.7%	i	1.2	i	-0.1%	-6.7%	0.2%

Screens as filed in PubChem BioAssay.
